rCAG RNA binder – binders of r(CAG) RNA repeats, primary screen, biochemical, fluorescence; r(CAG) RNA repeat, TO-PRO-1 dye displacement fluorescence; inhibition, % at 3 µM; 370,000 compounds, 1.3% hits; AID 651821, 2012;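 active = inhibition above the plate cutoff, the mean of all test compounds on that plate plus 3 SD, cut at about 35% in these data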;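 also: 0% = DMSO alone and 100% = 100 µM mitoxantrone as full dye displacement; higher means more dye released from RNA so lower well fluorescence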
SMARCA2 activ – SMARCA2 (BRM) function activators, primary screen, cell-based, luminescence, high throughput; MG213 cells, MMTV-luciferase reporter, dexamethasone, overnight; activation, % at 9.1 µM; 370,000 compounds, 1% hits; AID 652017, 2013; in the data active = activation above about 7.8%;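 also: 0% = vehicle wells and 100% = reference activator wells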
PG9 binder – binders of HIV-1 gp120 antibody PG9, primary screen, biochemical, TR-FRET; HIV-1 gp120 / PG9 antibody interaction; TR-FRET gp120-PG9 antibody binding; inhibition, % at 6.7 µM; 360,000 compounds, 0.43% hits; AID 624416, 2012; in the data active = inhibition above about 8.5%
NR1D1 modulator – modulators of Rev-erb alpha DNA binding, primary screen, biochemical, FITC-DNA, fluorescence polarization, uHTS | Rev-erbα–FITC-DNA binding, 90 min | 370,000 compounds, 0.79% hits | activity, % at 10 µM;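 active = activity above about 14%, limit read from the data; passing the limit was not always enough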;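 also: 0% = DMSO wells with 35 nM protein and 100% = DMSO wells with 750 nM protein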
NPR1 activator – GC-A stimulated cGMP production enhancers – HEK293 GC-A cells, cGMP TR-FRET, EC30 ANP, primary screen | 0% at EC30 ANP, 100% saturating ANP | activation, % at 10 µM | 370,000 compounds, 0.14% hits | AID 1671463, 2021; in the data active = activation above about 40%
NPR2 activator – human GC-B receptor activators, primary screen, HEK293 GC-B cells, cGMP TR-FRET, EC30 CNP. Atrial natriuretic peptide receptor 2 (Homo sapiens), P20594. 0% at EC30 CNP, 100% saturating CNP. activation, % at 10 µM. 370,000 compounds, 0.11% hits. AID 1920062, 2024;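 active = activation at 10 µM reaching about 35% in either raw or pattern-adjusted values, limit read from the data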
HTRA1 inhibitor – HTRA1 serine protease inhibitors, primary screen, biochemical, fluorescence polarization, HTS. Q92743. recombinant HTRA1, FP-rhodamine activity-based probe. inhibition, % at 5.96 µM. 340,000 compounds, 0.5% hits. AID 504803, 2011; in the data active = inhibition above about 36%;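 also: 0% = enzyme with DMSO and 100% = wells lacking enzyme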
Target sequence (Q92743 whole entry, looked up): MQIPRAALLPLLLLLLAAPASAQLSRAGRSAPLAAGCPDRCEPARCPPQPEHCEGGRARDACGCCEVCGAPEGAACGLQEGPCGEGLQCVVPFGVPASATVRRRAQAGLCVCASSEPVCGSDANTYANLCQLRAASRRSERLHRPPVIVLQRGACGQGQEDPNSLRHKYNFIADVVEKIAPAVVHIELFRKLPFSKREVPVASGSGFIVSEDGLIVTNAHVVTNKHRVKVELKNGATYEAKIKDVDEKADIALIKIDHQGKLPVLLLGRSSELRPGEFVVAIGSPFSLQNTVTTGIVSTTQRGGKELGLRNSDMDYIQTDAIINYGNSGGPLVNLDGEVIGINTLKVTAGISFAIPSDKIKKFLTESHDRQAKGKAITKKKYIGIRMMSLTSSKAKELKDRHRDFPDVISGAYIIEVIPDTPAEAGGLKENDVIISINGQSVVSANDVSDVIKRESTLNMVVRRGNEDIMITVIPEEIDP
ABHD4 inh – ABHD4 inhibitors, primary screen, biochemical, fluorescence polarization, mouse. 370,000 compounds, 0.54% hits. purified mABHD4, FP-Rh probe fluorescence polarization. inhibition, % at 8.92 µM;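 active = inhibition exceeding the mean over every tested compound plus 3 SD, cut at about 30% in these data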;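 also: 0% = plate median of compound wells and 100% = S159A mutant with DMSO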
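Material: mouse ABHD4 enzyme, wild type; Benchmarks: S159A mutant high control, sample median low control; Buffer or medium: HEPES pH 7.0, NaCl, Pluronic buffer; Signal: fluorescence polarization; Read-out: percent inhibition of probe binding, normalized to plate controls; Timing: pre-incubation 45 min, probe exposure 60 min, at 25 °C; Dosing: 8.92 µM, single dose.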
ASAP1 GAP inh – inhibitors of human ASAP1 ArfGAP activity, primary screen, biochemical, fluorescence polarization. inhibition, % at 16.5 µM. Arf-GAP with SH3 domain, ANK repeat and PH domain-containing protein 1 (Homo sapiens), …. 360,000 compounds, 0.19% hits. ASAP1-stimulated ARF1 GTP hydrolysis, GDP FP detection; in the data active = inhibition above about 25%;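 also: 0% = vehicle with enzyme and substrate and 100% = no enzyme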
Target sequence (Q9ULH1 325-724 limits assumed): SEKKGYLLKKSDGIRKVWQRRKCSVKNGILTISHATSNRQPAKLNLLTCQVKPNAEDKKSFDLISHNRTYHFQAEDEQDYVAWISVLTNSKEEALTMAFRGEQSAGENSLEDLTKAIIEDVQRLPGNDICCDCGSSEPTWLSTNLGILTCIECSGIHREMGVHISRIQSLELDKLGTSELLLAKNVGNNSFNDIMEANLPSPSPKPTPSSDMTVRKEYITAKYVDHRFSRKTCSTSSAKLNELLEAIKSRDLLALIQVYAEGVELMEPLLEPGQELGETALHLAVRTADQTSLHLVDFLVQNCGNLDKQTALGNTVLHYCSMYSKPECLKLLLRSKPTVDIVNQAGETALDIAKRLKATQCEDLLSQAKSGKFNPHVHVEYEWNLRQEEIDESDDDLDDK
ARFGAP1 inhibitor – inhibitors of rat ARFGAP1 GAP activity, primary screen, biochemical, fluorescence polarization, GDP tracer; ADP-ribosylation factor GTPase-activating protein 1 (Rattus norvegicus), Q62848; Arfgap1-stimulated ARF1 GTP hydrolysis, GDP FP detection; inhibition, % at 16.5 µM; 360,000 compounds, 0.26% hits; AID 651572, 2012;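 active = inhibition above a per-plate limit, mean inhibition of low control wells plus 3 SD, cut at about 25% in these data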;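 also: 0% = DMSO wells with enzyme and 100% = wells lacking Arfgap1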
Target sequence (Q62848 1-136 limits assumed): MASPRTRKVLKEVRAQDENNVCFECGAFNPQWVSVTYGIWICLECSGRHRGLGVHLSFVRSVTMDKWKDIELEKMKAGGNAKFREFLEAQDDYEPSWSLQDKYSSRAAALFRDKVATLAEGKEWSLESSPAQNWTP
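Repeats: one replicate per compound; assay system: rat Arfgap1 catalytic domain, aa 1-136; times: enzyme reaction 120 min at 25 °C after 20 min preincubation; detection: FP of antibody-bound GDP Alexa 633 tracer, ex 620/em 688 nm; benchmarks: high control wells lacking Arfgap1, low control full reaction with DMSO; reagent: human ARF1(Δ1-17)-GTP substrate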
* marks the source's active call; other numbers are inactive results; . = not tested or not shown.

SMILES	rCAG RNA binder	SMARCA2 activ	PG9 binder	NR1D1 modulator	NPR1 activator	NPR2 activator	HTRA1 inhibitor	ABHD4 inh	ASAP1 GAP inh	ARFGAP1 inhibitor
NNC(=O)Cc1cn(-c2ncc(C(F)(F)F)cc2Cl)c2ccccc12	8	0	-3.2	6	-3	0	-36	-26	-6	3
COc1ccc(N=Nc2cc(OC)c(N)cc2OC)cc1	6	0	-8.0	11	-3	-4	18	5	-6	1
CCc1ccc(N(CC(=O)NCC2CCCO2)C(=O)CCC(=O)Nc2nccs2)cc1 (centres undefined)	-6	-3	0.5	-3	4	1	1	-10	0	2
Cc1c(NC(=O)COC(=O)c2cc(-c3cccc4ccccc34)nc3ccccc23)c(=O)n(-c2ccccc2)n1C	6	0	-1.3	11	-1	8	1	-7	1	4
CCC(=O)Nc1sc2c(c1C(N)=O)CCN(C(C)=O)C2	-2	-6	-0.4	-5	3	4	7	0	12	-1
O=C(CCS(=O)(=O)c1ccc(Br)s1)NC1CCCC1	-1	2	-1.7	-4	-4	-2	-1	-1	-8	-4
CCCCn1c(N)c(Sc2ccccc2)c(=O)[nH]c1=O	-1	-3	2.5	-4	-1	4	-5	-2	-21	-10
Cc1cc(SCC(=O)N2c3ccccc3NC(=O)CC2C)nc2ccccc12 (centres undefined)	3	1	-2.2	-6	-1	3	-6	-4	-2	-2
CC(C)Nc1nc(-c2ccccc2F)c2sc(-c3ccccc3)cc2n1	4	2	-0.4	-11	-1	-6	.	-2	8	11
O=C(C1CC1)N1CCC(c2nc(-c3ccc(S(=O)(=O)NCC4CCCO4)cc3)no2)CC1 (centres undefined)	-4	-3	-0.4	10	0	-8	6	1	7	2
O=S(=O)(Nc1cccc(S(=O)(=O)N2CCCC2)c1)c1cccs1	6	-1	-0.6	1	-1	6	5	0	-6	9
COc1ccc(OC)c(S(=O)(=O)N2CCC(C(=O)Nc3ccccc3)CC2)c1	-1	0	-0.8	-4	0	0	-10	-4	7	10
CC(=O)Nc1ccc(C(=O)OCC(=O)N2CCCC2)cc1	-1	-1	0.7	-6	0	3	0	5	7	3
CC(=O)c1c(C)[nH]c(C(=O)NCc2cccc(Cl)c2)c1C	2	-3	2.4	6	-6	1	-1	-9	5	-7
O=C(c1coc2ccc(O)c(CN3CCOCC3)c12)C1CC1	-4	2	1.9	3	0	2	-2	1	5	-5
CCC(=O)N(Cc1cccs1)C1CCOC(C)(C)C1 (centres undefined)	-4	-3	-1.2	0	-2	2	4	5	6	-1
CCc1cc2cc(C)ccc2nc1SCC(=O)NNC(=O)c1ccco1	3	1	0.5	-1	-1	4	-11	0	4	6
COc1ccc(S(=O)(=O)N2CCC(C(=O)N3CCOCC3)CC2)cc1Cl	-4	5	-1.7	1	-1	0	3	1	-1	0
CC(=O)c1c(O)cc(C)n(-c2ccc(F)cc2)c1=O	1	3	-2.0	0	0	7	-1	1	8	-12
Fc1ccc2c(c1)c1n[nH]c(=S)nc1n2CCc1ccccc1	7	-2	0.5	0	-4	2	2	8	-1	5
C#CCOCCOCCOCCNc1nc(N2CCN(C(=O)C([C@@H](C)O)n3cc([C@@H](N)CCCCN)nn3)CC2)nc(N2CCN(C(=O)[C@H](CCC(=O)O)n3cc([C@@H](N)CCCCN)nn3)CC2)n1 (some centres undefined)	5	1	-3.4	7	2	5	7	6	6	3
CC1CN(CCOc2ccc(F)cc2)CC(C)O1 (centres undefined)	-2	3	0.2	-3	8	4	5	11	6	1
NC(=O)c1ccc(NC(=O)COC(=O)CCN=C2NS(=O)(=O)c3ccccc32)cc1	0	3	-2.0	-3	-1	1	2	1	0	6
C#CCOCCOCCOCCNc1nc(N2CCOCC2)nc(N2CCN(C(=O)[C@H](CCCCN)n3cc([C@@H](N)CC(C)C)nn3)CC2)n1	6	2	-0.2	-5	2	-1	-5	3	-14	-5

3 compounds from above with just ASAP1 GAP inh and PG9 binder:
compound | ASAP1 GAP inh | PG9 binder
CCc1cc2cc(C)ccc2nc1SCC(=O)NNC(=O)c1ccco1 | 4 | 0.5
CC(=O)Nc1ccc(C(=O)OCC(=O)N2CCCC2)cc1 | 7 | 0.7
CC(=O)c1c(C)[nH]c(C(=O)NCc2cccc(Cl)c2)c1C | 5 | 2.4

Going on with the list:
SMILES	rCAG RNA binder	SMARCA2 activ	PG9 binder	NR1D1 modulator	NPR1 activator	NPR2 activator	HTRA1 inhibitor	ABHD4 inh	ASAP1 GAP inh	ARFGAP1 inhibitor
CCCC[C@@H]1CNC(=O)C(=O)N1CCc1cccc(F)c1	1	-5	1.0	9	2	0	.	3	0	-6
Cc1cc(N2C(=O)C(=O)/C(=C(/O)c3ccc(F)cc3)C2c2ccc(F)cc2)no1 (centres undefined)	6	-1	0.1	-1	5	-1	0	9	15	2
N/C(=N\OC(=O)c1ccc(Cl)cc1)c1nonc1N	1	3	0.6	6	1	0	-3	-2	-3	-3
Cc1ccc(CN2CCN(/N=C/c3ccc(N(C)C)cc3)CC2)cc1	-2	-2	-2.0	0	-3	-3	.	1	10	9
O=C1c2ccccc2CCC12N=NCC2c1ccc(Cl)cc1 (centres undefined)	8	2	-1.1	2	0	0	-8	3	-17	12
COc1ccccc1-n1c(SCC(=O)NC(C)(C)C)nc(O)c(Cc2ccccc2)c1=O	1	-1	0.8	3	-8	-11	-5	5	-5	7
CC1(C)CC(OC(=O)c2ccco2)CC(C)(C)N1O	-4	2	-0.3	0	-1	1	4	6	14	8
CCc1sc(C(=O)N(CCOC)c2c(N)n(Cc3ccccc3)c(=O)[nH]c2=O)cc1C	3	0	0.2	3	0	2	1	1	-8	2
COc1ccc(OC)c(/C=C(\C)C(=O)c2c(C)cc(C)[nH]c2=O)c1	-4	-1	-1.3	-8	-4	-3	5	7	-12	11
CN(C)c1ccc(/C=C/c2cc[n+](C)cc2)cc1	-47	-4	-22	28*	-19	-28	-148	-174	6	0
CCN(CC)C(=O)CC[C@@H]1CC[C@]2(CCCN(C(=O)C(C)(C)C)C2)O1	-2	1	.	1	1	2	.	-2	.	.
Clc1ccccc1-c1nnc2n1CCCCC2	1	1	-2.8	-3	-1	1	-1	-1	3	2
COc1ccc(C=O)cc1C1=CC(=O)C[C@H](c2ccc(Cl)cc2)C1	7	0	2.9	-1	-4	2	-44	-42	9	9
O=C(CCc1nc2ccccc2s1)N1CCN(S(=O)(=O)c2cccs2)CC1	0	-2	0.8	-5	2	-1	3	0	2	0
CCOC(=O)c1cnc2c(-c3ccccc3)c(-c3ccccc3)nn2c1C	1	5	-1.6	5	-5	1	3	6	0	-1
COc1ccc(S(=O)(=O)N2CCCC2CNC(=O)C(=O)NC2CCCC2)cc1 (centres undefined)	4	-3	-0.9	6	-1	7	9	-1	4	8
CC(C)c1nnc(NC(=O)CCC(=O)N2CCN(Cc3ccc(F)cc3)CC2)s1	-10	0	-2.5	-5	7	5	1	4	8	-6
O=c1cc(-c2ccc(C3CCCCC3)cc2)[nH][nH]1	16	2	-1.0	6	0	-8	2	22	1	-4
CC(C)C(=O)Nc1ccc(C(=O)Nc2nnc(C(C)(C)C)s2)cc1	-5	-1	-1.1	6	-1	1	.	0	-12	-1
CC(O)(c1cccnc1)c1nc(-c2ccc3ccccc3c2)cs1 (centres undefined)	5	-4	-0.8	-6	1	-4	.	-19	9	-1
COC(=O)Cn1c(O)c(N=NC(=O)OC)c2ccccc21	0	1	-1.7	2	-2	1	7	3	6	2
Cc1ccc[n+](-c2[nH]c(=O)sc2/C=N/N=C(\[O-])CCn2c3ccccc3c3ccccc32)c1	8	-1	-2.5	7	1	4	1	11	-13	14
CN(CC(=O)Nc1cccc(F)c1)CC(=O)N1CCCCC1	3	-1	-1.1	1	0	1	-2	-2	-2	-1
S=C1NC[C@H](c2ccccc2)N1CCCCC1CCCCC1	0	0	-0.3	0	1	1	-22	-16	13	2
Cc1cc([N+](=O)[O-])nn1CCCC(=O)Nc1sc2c(c1C(N)=O)CCCC2	-2	0	-1.8	-3	4	4	-10	3	-8	-5
C=CC[C@H](CC(=O)N(CCO)Cc1ccccc1)C(=O)NCCOC(=O)[C@@H](CC=C)CC(=O)OC(C)(C)C	-5	1	-1.1	2	3	2	3	-25	4	7
O=C(/C=C/c1ccccc1)NC(NC(=S)Nc1cc(Cl)ccc1Cl)C(Cl)(Cl)Cl (centres undefined)	12	-6	2.1	3	0	2	-32	-43	-2	16
O=C(CSc1nnc2ccccn12)NC(=O)c1ccccc1	1	-1	0.6	-1	2	-4	3	-1	-8	3
CC(C)OC(=O)c1cc(C(=O)c2cc(Cl)ccc2O)coc1=N	6	-2	-1.6	6	-5	-5	-6	-4	-1	5
CCN(CC)C(=O)c1ccc(-c2ccccc2)cc1	-3	0	2.4	4	-1	2	-3	2	5	6
CN(Cc1ccccc1Br)C(=O)CSc1nnnn1C1CC1	2	-1	-0.9	3	-1	2	-2	4	8	-9
O=C(COC(=O)c1ccncc1)NCc1ccccc1	5	0	-2.1	-2	2	0	0	4	0	4
COC(=O)c1ccc(CNC(=O)c2ccc(OC)c(S(=O)(=O)NC3CCCC3)c2)cc1	8	-4	0.4	-1	3	-1	-15	-6	2	6
Cc1cccc(N(C(=O)CNC(=O)c2ccco2)C(C(=O)NC2CCCC2)c2cccnc2)c1C (centres undefined)	-1	-1	0.0	5	-4	2	-12	4	3	3
CCOC(=O)CCC(=O)Nc1cc(S(=O)(=O)N2CCOCC2)ccc1N1CCCCC1	-1	1	0.4	-3	0	4	15	2	-14	9
Cc1oc2ccc(NS(=O)(=O)c3ccc(C(C)(C)C)cc3)cc2c1C(=O)Nc1ccccc1	16	0	-0.9	0	-2	4	-53	-11	-4	1
CC(=O)Nc1ccc(C(=O)Nc2cccc(S(=O)(=O)NC3=NCCC3)c2)cc1	-3	-2	-0.8	-6	4	-2	9	-3	-6	4
COc1ccc(/C=C(\NC(=O)c2ccc(OC)cc2)C(=O)Nc2cccc(C(=O)O)c2)cc1	18	-2	-1.6	2	4	6	-3	-9	3	-10
Cc1cc(C(=O)NCCc2ccc(Cl)cc2)no1	-4	0	-1.7	-5	-2	1	-3	-3	-1	-8
Nc1cc(=O)[nH]c(SCC(=O)Nc2ccccc2-c2ccccc2)n1	2	-1	-1.4	3	-2	0	4	1	-9	3

Screens (PubChem)
